ABCB6 inh 2: inhibitors of human ABC transporter ABCB6; Q9NP58; K562-ABCB6 porphyrin accumulation, flow cytometry, 1 h; hits give low values; fluorescence ratio to DMSO, % at 10 µM; 360,000 compounds, 0.19% hits; AID 602162;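 active = fluorescence ratio to DMSO below 75%, the collection mean minus 3 SD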;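 also: signal is porphyrin accumulated inside mitochondria; 100% equals median channel fluorescence of DMSO control wells; lower ratio means ABCB6 inhibition with less porphyrin fluorescence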
H9c2 protect: protects H9c2 cardiomyocytes from peroxide injury | 360,000 compounds, 0.63% hits | H2O2 injury protection, ATPLite, 2 h | protection from H2O2 cell death, % at 20 µM | AID 588492;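 active = compounds giving at least 50% protection of heart cells from peroxide-induced death in the single-dose screen, raw or plate-pattern-corrected value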;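 also: 0% = DMSO wells with peroxide and 100% = DMSO wells without peroxide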
ABHD5 PLIN5 PPI: blocks binding of human ABHD5 to perilipin-5; Q00G26+Q8WTS1; Split G. princeps luciferase complementation, luminescence, 4 h; inhibition, % at 4 µM; 360,000 compounds, 0.78% hits; AID 602281;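 active = inhibition above the mean inhibition across every tested compound plus 3 SD, cut at about 22% in these data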;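 also: 0% = DMSO only wells and the 100% control is not disclosed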
Target sequence (Q00G26 whole entry, looked up): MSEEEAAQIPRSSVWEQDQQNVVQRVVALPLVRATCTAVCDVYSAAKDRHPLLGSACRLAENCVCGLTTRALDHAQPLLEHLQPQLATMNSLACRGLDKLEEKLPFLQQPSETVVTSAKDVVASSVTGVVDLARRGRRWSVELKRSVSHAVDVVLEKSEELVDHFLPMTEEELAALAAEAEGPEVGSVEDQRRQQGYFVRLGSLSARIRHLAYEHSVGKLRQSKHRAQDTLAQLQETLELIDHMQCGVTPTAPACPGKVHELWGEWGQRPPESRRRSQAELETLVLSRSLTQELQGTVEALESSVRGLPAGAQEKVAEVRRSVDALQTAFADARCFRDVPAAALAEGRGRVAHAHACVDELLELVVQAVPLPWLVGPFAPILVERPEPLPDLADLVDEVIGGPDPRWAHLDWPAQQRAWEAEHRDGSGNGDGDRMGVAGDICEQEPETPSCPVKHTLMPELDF
Target sequence (Q8WTS1 whole entry, looked up): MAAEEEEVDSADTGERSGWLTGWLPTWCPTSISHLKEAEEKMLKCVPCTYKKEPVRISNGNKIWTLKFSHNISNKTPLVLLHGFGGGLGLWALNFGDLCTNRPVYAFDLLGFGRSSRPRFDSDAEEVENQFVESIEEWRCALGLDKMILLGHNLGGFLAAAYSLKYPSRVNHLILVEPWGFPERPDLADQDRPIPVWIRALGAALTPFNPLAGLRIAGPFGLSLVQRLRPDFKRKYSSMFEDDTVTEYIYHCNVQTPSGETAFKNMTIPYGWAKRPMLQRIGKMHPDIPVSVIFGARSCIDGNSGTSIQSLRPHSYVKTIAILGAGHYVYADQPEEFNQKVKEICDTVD
MC4R antagonist: antagonists of human melanocortin 4 receptor (MC4R); P32245; MC4R-expressing cells, MTII-stimulated cAMP, LANCE TR-FRET; inhibition, % at 6.5 µM; 360,000 compounds, 0.48% hits; AID 540295;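 active = inhibition above its plate's cutoff, the mean of tested wells on that plate plus 3 SD, cut at about 29% in these data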;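 also: 0% = Melanotan II alone and 100% = Melanotan II plus saturating MCL0020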
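Material: human MC4R-expressing U2OS cells. Probe or stimulus: Melanotan II challenge. Dosing: 6.5 µM single dose. Times: 30-min compound, 1-h challenge, 1-h detection, room temperature. Technique: TR-FRET with Eu-cAMP and labeled anti-cAMP, 671 nm. Replication: singlicate.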
aDG glyco up: increases alpha dystroglycan glycosylation; Pro5-aDG cells, alpha-DG glycosylation AlphaScreen (IIH6); 0% Pro5, 100% B10-LARGE cell signal; activation, % at 10 µM; 360,000 compounds, 0.22% hits;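 active = activation of at least 8% versus controls, or a plate z-score of at least 8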;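 also: Pro5 are CHO cells carrying HIG-tagged alpha-DG that lacks glycosylation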
Glyco luc inh: N-linked glycosylation inhibition; D54 ERlucT glycosylation luciferase reporter, 24 h; percent of 100 nM tunicamycin response; reporter increase, % at 12.5 µM; 360,000 compounds, 0.23% hits; AID 588692;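 active = mean luciferase reporter signal, scaled so untreated is 0 and the glycosylation-blocking control 100, at or above a set limit in every replicate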;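 also: luciferase carries N-glycosylation sites so blocking glycosylation raises the light; 0% = median of neutral control wells and 100% = median of 100 nM tunicamycin wells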
MC4R barr agon: human MC4R agonism via beta-arrestin; P32245; U2OS MC4R beta-arrestin complementation, luminescence; percent of melanotan II response, DMSO zero; activation, % at 8.9 µM; 360,000 compounds, 0.98% hits; AID 540308;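 active = activation above a per-plate cutoff, the mean activation of sample wells on that plate plus 3 SD, cut at about 8% in these data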
HTR2A ag: activates the mouse 5-HT2A serotonin receptor. activation, % at 7.6 µM. CHO-K1 mHTR2A beta-arrestin complementation, luminescence; percent of 30 µM serotonin response. 360,000 compounds, 0.66% hits. P35363;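 active = activation above a run cutoff, the mean activation of all tested compounds plus 3 SD, cut at about 14% in these data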;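 also: 0% = plate median of compound wells and 100% = 30 µM serotonin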
hiPSC survival: increases survival of single human iPS cells; hiPSC single-cell survival, ATPlite luminescence; 100% = ROCK inhibitor wells, 0% = DMSO; survival enhancement, % at 20 µM; 360,000 compounds, 0.044% hits; AID 602274; in the data active = survival enhancement above about 18%;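 also: cells exposed to compounds for 16 hours before the ATP read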
Granule exo inh: blocks lytic granule exocytosis; TALL-104 LAMP-1 surface exposure, flow cytometry; cells stimulated with thapsigargin and PMA; 360,000 compounds, 0.66% hits; inhibition, % at 10 µM; AID 651702;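 active = inhibition above about 55%, limit read from the data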
* hit, by the source's call.

SMILES	ABCB6 inh 2	H9c2 protect	ABHD5 PLIN5 PPI	MC4R antagonist	aDG glyco up	Glyco luc inh	MC4R barr agon	HTR2A ag	hiPSC survival	Granule exo inh
Cc1cccc2cc(C3CC(c4cccs4)=NN3C(=O)CCC(=O)O)c(Cl)nc12 (stereo not drawn)	100	11	3	20	-0.2	6	-0.8	1	0.6	-1
Cc1csc2nc(CNC(=O)c3cccc(C(F)(F)F)c3)cn12	98	-6	0	17	0.0	1	1.2	0	-1.4	-3
CN(C)C(=O)c1cccc(-c2cnc3c(NC=O)cc(-c4ccccc4F)cn23)c1	96	19	13	-21	-0.5	13	9.8*	-1	1.5	-2
CC(C)Cc1cc(CN2CCCC(CO)(Cc3cccc(Cl)c3)C2)[nH]n1 (stereo not drawn)	102	-10	3	2	0.5	-5	1.3	-9	-1.1	0
COc1ccc(OCCCC(=O)Nc2cc(S(=O)(=O)N3CCCCC3)ccc2OC)cc1	94	-8	0	6	0.1	-3	0.1	-1	-2.1	2
O=C(NC1CCCCC1)C(c1ccncc1)N(C(=O)c1ccco1)c1ccc(F)cc1 (stereo not drawn)	88	2	1	22	-0.1	4	-3.7	-1	0.6	-9
O=C(NCN1CCN(c2ccccn2)CC1)c1cnccn1	97	5	10	5	0.0	4	2.1	11	-0.4	7
NC(=O)c1nc(C(=O)N2CCCCC2)c2ccccc2n1	99	5	-1	2	-0.1	3	-2.0	-5	1.8	2
Cc1ccc(NC(=O)c2ccc(OC(=S)N3CCOCC3)cc2)cc1	79	-5	-2	2	0.5	-3	2.9	3	-2.4	2
Cc1onc(-c2cccc(Cl)c2Cl)c1C(=O)O/N=C(\N)c1ccc([N+](=O)[O-])o1	99	0	5	4	1.1	7	-1.6	4	-0.2	22
CC(=O)Nc1nc2ccc(S(=O)(=O)N3CCCCC3)cc2s1	106	-5	3	-4	-0.4	1	-0.1	12	0.2	-3
S=C(NCc1ccccc1)NCc1ccccc1Cl	98	-4	12	0	0.0	-2	0.4	-1	-0.2	2
CCOC(=S)SCC(=O)Nc1ncc(C)s1	91	-12	2	20	0.3	7	-1.5	-2	0.5	-3
C=CCOc1ccc(/C=C2\C(=N)N3N=C(S(=O)(=O)CC)SC3=NC2=O)cc1OC	105	3	-6	22	0.5	2	-1.2	0	8.6	0
CC(NC(=O)CCc1nnc(-c2ccc(-c3ccccc3)cc2)o1)c1nc2ccccc2[nH]1 (stereo not drawn)	103	4	3	3	0.4	-8	-2.9	-6	-0.1	0
CC12c3ccccc3C(c3ccccc31)C1C(=O)N(c3ccncc3)C(=O)C12 (stereo not drawn)	95	-6	4	19	0.1	0	2.2	1	-1.1	2
Cc1cccc(C)c1Nc1nnc(SCC(=O)c2ccc(Br)s2)s1	98	-8	3	3	0.0	-4	-0.8	2	-0.8	1
CCN(C[C@H]1N[C@@](Cc2ccccc2)(C(=O)OC)[C@H]2C(=O)N(C)C(=O)[C@@H]12)S(=O)(=O)c1ccc(OC(F)(F)F)cc1	100	41	3	16	-0.1	-4	-0.1	-1	5.6	-5
Cc1c(NC(=O)COc2cccc(F)c2)c(=O)n(-c2ccccc2)n1C	101	8	-3	1	-0.4	-1	-0.9	-4	-4.0	4
Cc1ccc(-n2ncc3c(NNC(=O)c4cccs4)ncnc32)cc1	95	1	-1	3	-0.1	1	-0.4	0	-0.1	0
Clc1cccc(-c2ccc(CNCc3ccccn3)o2)c1	102	1	7	22	-0.2	2	1.9	-9	-1.0	-1
COCCNC(=O)c1cccc(OC2CCN(Cc3ccc(C(C)C)cc3)CC2)c1	99	-9	1	0	0.1	-3	-0.4	2	0.7	4
COC(=O)C1=C(C(=O)c2ccc(C)cc2)C(c2ccc(O)c(OC)c2)n2nnnc2N1 (stereo not drawn)	101	4	4	3	-0.2	2	0.0	8	-1.6	-5
c1ccc(Cn2nnnc2CN2CCCC2)cc1	102	0	0	4	-0.1	0	-1.9	1	2.3	0
Cc1ccc2c(C)[nH]c(=O)cc2c1	101	4	-4	-4	0.5	-5	1.2	2	0.6	-2
CC1(NC(=O)CC(c2ccccc2)(c2ccccc2)c2ccccc2)CCN(Cc2ccc(-c3ccccc3)cc2)C1=O (stereo not drawn)	103	-13	-6	9	0.2	-3	0.7	5	-2.6	-5
O=C(NCCC(=O)N1CCN(c2ncccn2)CC1)c1ccccc1	103	-2	-1	4	-0.2	2	-0.7	0	0.4	-4
Cc1cc(C)cc(-n2c(C)nc3cc(C(=O)O)ccc32)c1	102	2	1	1	0.1	2	-2.4	-4	0.4	-2
COc1ccc(/C=N/NC(=O)COc2ccccc2-c2ccccc2)cc1	91	-10	-7	-23	-0.5	13	-0.6	-3	-0.6	5
COc1ccccc1NS(=O)(=O)c1ccc(C)c(C(=O)NCC(c2ccco2)N(C)C)c1 (stereo not drawn)	104	5	8	5	0.2	0	-3.3	-3	0.9	4
CC(C)[C@H](NC(=O)[C@H](Cc1ccccc1)n1c(=O)[nH]c2ccccc2c1=O)C(=O)N1CCC[C@@H]1C(=O)O	95	-1	-1	7	-0.2	0	0.4	5	2.0	-5
CC1(C)Cc2c(cnn2-c2ccc(F)cc2)C(NC(=O)Cn2cncn2)C1 (stereo not drawn)	96	1	3	14	-0.2	2	-2.6	-1	-0.6	0
O=C1OCCC1Sc1nc2ccccc2c(=O)n1-c1ccc(F)cc1 (stereo not drawn)	94	5	2	4	0.7	0	0.0	-1	0.1	1
CCCC(=O)Nc1c(-c2ccc(C)cc2)c(=O)c2ccccc2n1C	96	1	9	5	-0.1	4	-2.4	2	-0.5	6
CCCn1c(SCC(=O)Nc2nnc(C)s2)nnc1C1CC1	96	0	3	6	-0.3	2	-1.3	0	-0.3	0
CCC(=O)N1c2ccc(S(=O)(=O)N3CCN(c4ccccc4Cl)CC3)cc2CC1C (stereo not drawn)	95	-14	-2	-9	0.5	0	-2.3	-6	-0.1	-2
COc1ccc2nc3ccccc3nc2c1N	101	27	38*	-24	-0.2	4	1.2	0	0.1	82*
Cc1ccc(OCC(=O)Nc2ccncc2)cc1	91	-9	14	2	0.0	-2	1.2	3	-0.4	6
CC(=O)n1cc([C@H]2C=C(C(=O)N3CCN(Cc4ccccc4)CC3)O[C@@H](OCCCCO)C2)c2ccccc21	89	18	6	9	0.6	4	-0.6	0	1.8	0
O=C(NCc1cccc(Cl)c1)c1ccc2c(c1)OCCO2	94	-4	6	1	0.2	0	0.3	4	0.0	-4
Cc1cccc(N2N=C(C(=O)N3CC(=O)Nc4ccccc43)CCC2=O)c1	105	8	3	7	-0.3	1	-1.8	-1	-1.5	0
COCC1CCCCN1C(=O)C1CCN(c2nc(-c3ccccc3)nc3c2CCC3)CC1 (stereo not drawn)	97	2	3	16	0.0	-4	-2.0	-2	0.3	2
O=C(C1CCC(CNc2nc(=S)[nH]c3ccccc23)CC1)N1CCN(c2ccc(F)cc2)CC1 (stereo not drawn)	97	-10	2	2	0.0	-6	-0.7	2	-0.6	0
CCn1c(N2CCN(C(=S)Nc3ccc(OC)cc3)CC2)nc2ccccc21	93	-4	-2	-3	0.2	3	-0.1	9	-1.5	0
CCCSc1nc2ccccc2n1CC(=O)O	98	-6	-4	21	0.2	5	0.7	-2	-0.2	0

Some of these compounds in order of length of the SMILES, highest first.
SMILES	ABCB6 inh 2	H9c2 protect	ABHD5 PLIN5 PPI	MC4R antagonist	aDG glyco up	Glyco luc inh	MC4R barr agon	HTR2A ag	hiPSC survival	Granule exo inh
CC(C)[C@H](NC(=O)[C@H](Cc1ccccc1)n1c(=O)[nH]c2ccccc2c1=O)C(=O)N1CCC[C@@H]1C(=O)O	95	-1	-1	7	-0.2	0	0.4	5	2.0	-5
CC(=O)n1cc([C@H]2C=C(C(=O)N3CCN(Cc4ccccc4)CC3)O[C@@H](OCCCCO)C2)c2ccccc21	89	18	6	9	0.6	4	-0.6	0	1.8	0
CCC(=O)N1c2ccc(S(=O)(=O)N3CCN(c4ccccc4Cl)CC3)cc2CC1C (stereo not drawn)	95	-14	-2	-9	0.5	0	-2.3	-6	-0.1	-2
Cc1cccc(N2N=C(C(=O)N3CC(=O)Nc4ccccc43)CCC2=O)c1	105	8	3	7	-0.3	1	-1.8	-1	-1.5	0
O=C1OCCC1Sc1nc2ccccc2c(=O)n1-c1ccc(F)cc1 (stereo not drawn)	94	5	2	4	0.7	0	0.0	-1	0.1	1
Cc1ccc(OCC(=O)Nc2ccncc2)cc1	91	-9	14	2	0.0	-2	1.2	3	-0.4	6
CCCSc1nc2ccccc2n1CC(=O)O	98	-6	-4	21	0.2	5	0.7	-2	-0.2	0
COc1ccc2nc3ccccc3nc2c1N	101	27	38*	-24	-0.2	4	1.2	0	0.1	82*

Continued.
SMILES	ABCB6 inh 2	H9c2 protect	ABHD5 PLIN5 PPI	MC4R antagonist	aDG glyco up	Glyco luc inh	MC4R barr agon	HTR2A ag	hiPSC survival	Granule exo inh
CCCCN(CCCNC(=O)C1CCN(S(=O)(=O)N2CCOCC2)CC1)Cc1ccccc1	108	2	-9	5	0.0	1	-0.3	3	1.5	-1
O=C(Cc1n[nH]c(=O)c2ccccc12)NCc1ccc(Cl)cc1	102	67*	-6	20	0.0	-2	-0.5	2	-0.5	3
Cc1ccc(N2CCN(C(=O)c3nn(C)c4c3CS(=O)(=O)c3ccccc3-4)CC2C)cc1 (stereo not drawn)	98	-2	3	-1	0.7	4	-4.0	3	-0.6	5
Cc1nc(COC(=O)c2cc(O)c3ccccc3c2O)cs1	99	-18	7	4	0.3	6	-1.6	3	-0.1	64*
CC(C)NC(=O)c1cc(C2CCCCN2C(=O)c2cc(C(C)(C)C)nn2C)on1 (stereo not drawn)	91	-6	-8	-1	0.3	2	1.3	14	4.1	-5
COc1ccc(NC(=O)c2ccc(CN(c3cc(Cl)ccc3C)S(=O)(=O)c3ccccc3)cc2)cc1OC	101	0	-3	8	0.1	-6	0.1	-3	0.2	2
N#Cc1nnn(-c2ccc(Cl)cc2)c1N	93	4	-4	-8	0.1	1	-4.1	-5	-1.4	-2
O=C1COc2ccc(C(=O)NCc3ccc4c(c3)OCO4)cc2N1	102	2	1	8	3.2	0	-1.6	1	1.9	-4
COC(=O)c1cn(NC(=O)c2ccc3c(c2)OCO3)c(=O)c2ccccc12	84	3	-2	2	-0.2	1	0.9	3	5.0	-2
CCOc1cc(S(=O)(=O)NCc2ccccc2)ccc1F	93	-16	0	10	0.4	-2	-2.1	2	-0.2	-1
Cc1ccc(C)c(N2CCN(S(=O)(=O)c3ccc4c(c3)oc(=O)n4C)CC2)c1	97	-3	-5	-5	0.5	-3	-1.6	-1	3.4	24

Screening results deposited in PubChem BioAssay by several laboratories.
